KCNH2 WT inh = inhibitors of human wildtype KCNH2 potassium channel; Q12809; U2OS, BacMam KCNH2, thallium flux FluxOr; active compounds read low; activity change, % at 1.84 µM; 0.37% of 340,000 active;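 active = maximum activity change below -70%; inconclusive = maximum activity change between -70% and -50%; inactive = maximum activity change above -50%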; note: % is set by controls: 0 for no effect and ±100 for the full control effect
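U2OS cells transduced with wild-type KCNH2 virus are loaded with FluxOr dye for 45 min, and thallium flux is measured in kinetic reads before and after stimulation buffer. Rate constants are normalized to DMSO controls.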
Menin-MLL TR inh = menin-MLL binding inhibition, Texas Red mutant peptide | O00255 | Menin + Texas Red MLL mutant peptide, fluorescence polarization | Potency, µM (doses to about 61.6 µM), for inactives: top-dose FP activity change, negative = inhibition, most hits filed as inhibitors | 0.23% of 270,000 active; active = well fitted inhibition curve with a large enough effect in the polarisation, with a control signal flat, not every such curve was filed as active; inconclusive = small, poorly fitted or top-dose-only effect, or effect the other way, or a change in a side signal; inactive = no such curve, though single readings can be large or run the other way; the % refers to the polarisation; note: potency is the fitted concentration of half-maximal effect; % of control where 0% means no effect; many of its hits are not listed in these tables
MLL CXXC-DNA inh = blocks binding of human MLL CXXC domain to DNA. Q03164. MLL-CXXC / FITC-HOXA9 DNA fluorescence polarization. Potency, µM (titrated, usually from 115 µM), for inactives: at the highest dose activity change, negative = inhibition, hits mostly inhibitors. 0.037% of 290,000 active. AID 2662; active = well fitted inhibition curve with a large enough effect in the polarisation, with a control signal flat, not every such curve was filed as active; inconclusive = small, poorly fitted or top-dose-only effect, or effect the other way, or a change in a side signal; inactive = no such curve, though single readings can be large or run the other way; the % refers to the polarisation; note: potency is the fitted concentration of half-maximal effect
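Steps: dispense CXXC domain solution (7 uM) → pin compounds or unlabeled HOX-A9 DNA control → 5 min ambient → add FLSN-HOX-A9 solution (50 nM) → spin → 30 min ambient → fluorescence polarization. Tris pH 7.5/NaCl/DTT/BSA buffer.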
Coupling enz = coupling enzyme interference in Giardia aldolase counter-screen. 0.67% of 290,000 active. coupling enzyme system counterscreen, AmpLite Red fluorescence. activity change, negative = inhibition, % at 58.2 µM, hits read low; in the data active = activity change below about -30%; note: % is set by controls: 0 for no effect and ±100 for the full control effect
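Activity here indicates interference with the coupling reaction, not aldolase inhibition. Compounds at 57.5 uM final met coupling enzymes for 10 min at RT; substrate and AmpLite Red detection followed, with a 525/598 nm fluorescence read after 20 min.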
PKM2 activator = increases activity of human pyruvate kinase M2 | P14618 | purified PKM2, Kinase-Glo ATP luminescence, activation; response scale: 0% is enzyme alone, no compound | Potency, µM (highest dose often 57.5 µM), without a hit: at the highest dose activation, hits mostly activators | 0.34% of 260,000 active; note: potency is the fitted concentration of half-maximal effect; % is set by controls: 0 for no effect and ±100 for the full control effect; nearly all actives have a fitted effect of over 55% in size
Target sequence (P14618 whole entry, looked up): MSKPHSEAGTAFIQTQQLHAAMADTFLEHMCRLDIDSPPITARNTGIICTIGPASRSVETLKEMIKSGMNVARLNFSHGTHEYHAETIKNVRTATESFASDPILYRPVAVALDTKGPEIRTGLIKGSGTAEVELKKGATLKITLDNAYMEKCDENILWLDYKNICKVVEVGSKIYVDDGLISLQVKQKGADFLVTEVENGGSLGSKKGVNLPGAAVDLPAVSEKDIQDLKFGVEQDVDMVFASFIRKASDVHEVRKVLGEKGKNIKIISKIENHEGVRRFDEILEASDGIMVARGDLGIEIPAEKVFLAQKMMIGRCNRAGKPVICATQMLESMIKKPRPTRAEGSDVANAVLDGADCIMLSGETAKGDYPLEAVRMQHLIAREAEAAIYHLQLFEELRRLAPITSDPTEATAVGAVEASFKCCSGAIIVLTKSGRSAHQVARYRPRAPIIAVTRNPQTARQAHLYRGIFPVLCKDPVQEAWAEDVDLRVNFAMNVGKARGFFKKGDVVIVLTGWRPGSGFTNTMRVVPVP
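hPK-M2, >95% pure; 0.1 mM ADP / 0.5 mM PEP final; imidazole pH7.2 buffer w/ 7 mM MgCl2, 50 mM KCl; 1 h RT; Kinase-Glo lum. Intermediate enzyme activity for dual inhibitor/activator qHTS.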
GALK inhibitor = inhibitors of human galactokinase | Purified GALK, Kinase-Glo residual ATP luminescence | AID 1868 | Potency, µM (titrated, usually from 57.5 µM), inactives show at the top dose activity change, negative = inhibition, usual class: inhibitors | 0.007% of 270,000 active | P51570; note: potency is the fitted concentration of half-maximal effect; % is set by controls: 0 for no effect and ±100 for the full control effect
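Human GALK (5 nM) with 35 uM ATP and 100 uM galactose in 20 mM HEPES pH 8.0, 5 mM MgCl2, 60 mM NaCl, 1 mM DTT, 0.01% BSA. After 1 h at room temperature, leftover ATP was read by Kinase-Glo Plus luminescence.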
USP2a inh = USP2a (human) protease inhibition; O75604; USP2 core, Ub-CHOP2 coupled fluorogenic reporter, 485/531; Potency, µM (series often up to 38.3 µM), for the others: top-dose activity change, negative = inhibition, actives largely listed as inhibitors; 0.01% of 330,000 active;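 note: potency is the fitted concentration of half-maximal effect; plate controls were DMSO wells for no effect and full inhibition by NEM control for full effect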
Target sequence (O75604 whole entry, looked up): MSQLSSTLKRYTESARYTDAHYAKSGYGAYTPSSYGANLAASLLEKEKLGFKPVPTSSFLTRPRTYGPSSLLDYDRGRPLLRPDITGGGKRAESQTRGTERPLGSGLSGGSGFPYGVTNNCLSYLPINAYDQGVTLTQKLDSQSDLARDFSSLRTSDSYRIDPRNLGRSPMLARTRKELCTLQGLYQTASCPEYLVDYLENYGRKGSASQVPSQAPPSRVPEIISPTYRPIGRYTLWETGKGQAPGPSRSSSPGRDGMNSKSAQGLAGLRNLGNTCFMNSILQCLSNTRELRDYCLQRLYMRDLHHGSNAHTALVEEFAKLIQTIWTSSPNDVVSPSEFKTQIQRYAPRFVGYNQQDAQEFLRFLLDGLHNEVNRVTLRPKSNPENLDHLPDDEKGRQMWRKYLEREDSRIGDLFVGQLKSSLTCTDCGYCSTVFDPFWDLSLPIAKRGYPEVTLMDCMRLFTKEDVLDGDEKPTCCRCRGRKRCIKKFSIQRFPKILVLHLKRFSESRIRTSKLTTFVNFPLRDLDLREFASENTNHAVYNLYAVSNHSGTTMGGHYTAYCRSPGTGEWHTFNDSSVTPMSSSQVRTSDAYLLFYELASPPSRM
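Cell-free coupled assay: 10nM USP2 core preincubated 30min RT with compound in Tris-HCl pH 8.0/CaCl2/CHAPS buffer, then 25nM Ub-CHOP2 and 25nM reporter substrate; fluorescence (Ex 485/Em 531) read after 60min RT, normalized to NEM inhibition, concentration-response curves fitted.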
TRPV1 agonist = human TRPV1 agonism | Q8NER1 | TRPV1-expressing cells, Fluo-8 calcium influx, agonist mode | activation, % at 8.33 µM | 0.19% of 320,000 active | AID 540275; in the data active = activation above about 80%; inconclusive = between about 30% and that limit; note: 0% is about no effect
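Cells expressing TRPV1 were dye-loaded with Fluo-8 and read kinetically: 10 s baseline, 3 min after compound (agonist portion), then 2 min after EC20 capsaicin (allosteric enhancer portion). Calcium-bound dye fluorescence at 480/520 nm.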
KCNH2 3.1 block = blocks the human KCNH2 3.1 channel isoform; 0.95% of 340,000 active; activity change, % (tested at about 1.8 µM); U2OS KCNH2 3.1, thallium flux FluxOr; active compounds read low;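 active = maximum activity change below -70%; inconclusive = maximum activity change from -70% to -50%; inactive = maximum activity change above -50%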;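 note: thallium influx rate constant from kinetic fluorescence after stimulation buffer; % is set by controls: 0 for no effect and ±100 for the full control effect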
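Thallium flux read-out: FluxOr dye with Red40 quencher in HBSS/HEPES, 45 min at RT. Rate constants from kinetic reads were normalized to positive and negative DMSO controls. Cells: U2OS virally expressing the 3.1 isoform.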
B2AR arrestin = agonists driving beta-arrestin recruitment to human beta2-adrenergic receptor; AID 492947; Potency, µM (highest dose often 46.1 µM), inactives show at the highest dose activation, usual class: activators; beta-arrestin recruitment to beta2AR, cell-based reporter; 0.02% of 330,000 active;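 note: potency is the fitted concentration of half-maximal effect; 0% = DMSO controls and full agonism = EC100 isoproterenol or metaproterenol; nearly all actives have a fitted effect of over 65% in size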
Giardia killer = Giardia lamblia killing; AID 540267; Giardia lamblia trophozoite viability; activity change, % at 7.66 µM, hits read low; 0.15% of 340,000 active; in the data active = activity change below about -80%; inconclusive = between about -30% and that limit;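 note: parasites exposed to compound for two days anaerobically before the ATP read; % is set by controls: 0 for no effect and ±100 for the full control effect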
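ATP-content bioluminescence gauges trophozoite survival. Cells (100/well) receive compound and incubate anaerobically for 48 hrs at 37 deg C; detection reagent follows for 15-30 min at room temperature.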
* hit, by the source's call; ? = inconclusive; / = no result given; [ ] = another dose, or the depositor's remark. Unless noted, calls come from the whole dose curve; as a rule, active = well fitted curve in the direction sought with a large enough effect; inconclusive = small, poorly fitted or top-dose-only effect, or another doubt; inactive = no such curve, though single readings can be large; an effect the other way counts as inactive or inconclusive.

SMILES	KCNH2 WT inh	Menin-MLL TR inh	MLL CXXC-DNA inh	Coupling enz	PKM2 activator	GALK inhibitor	USP2a inh	TRPV1 agonist	KCNH2 3.1 block	B2AR arrestin	Giardia killer
COc1ccc(S(=O)(=O)N2CCCCC2)cc1NC(=O)CN1CCN(C(C)=O)CC1	15	-8%	24%	3	1%	-4%	-4%	-2	-6	0.1%	-1
COC(=O)CN(C#N)c1nc(OC)nc(N(C)C)n1	0	6%	15%	0	-1%	0%	1%	-1	13	0.2%	21
CC(=O)c1ccc(N=C2SCCCN2C(=O)C2CCCCC2)cc1	-1	-10%	10%	-2	0%	0%	-1%	16	-4	-0.1%	4
CCOCCCNC(=O)C1CCN(Cc2ccc(OCc3ccccc3)c(OC)c2)CC1	6	1%	0%	1	2%	0%	-1%	0	-10	-0.5%	-14
O=C1NCCN(Cc2cccc(Oc3ccccc3)c2)C1CC(=O)N1CCCCO1 (stereo not given)	-6	?	-3%	-2	-1%	2%	0%	3	-2	0.1%	-3
C/C(=N\NC(=O)C(NC(=O)c1ccccc1)C(C)C)c1ccccc1 (stereo not given)	-3	-4%	?	2	-1%	2%	1%	2	1	-0.8%	18
COc1ccc(NC(=O)CCCN2C(=O)C(c3ccccc3)Oc3cccnc32)cc1OC (stereo not given)	-9	2%	24%	-4	/	1%	-1%	?	21	0.0%	-5
C/C(CC(=O)NCc1ccco1)=N\NC(=O)Cc1ccc(-c2ccccc2)cc1	-4	-11%	-20%	7	4%	-1%	-11%	-9	-7	4.0%	-6
CCOC(=O)N1CCN(c2cc(N3CCOCC3)c(F)cc2[N+](=O)[O-])CC1	-10	-10%	7%	2	2%	4%	-1%	1	-9	0.5%	1
O=C(NCc1ccc2c(c1)OCO2)c1cccc(C(=O)NCc2ccc3c(c2)OCO3)c1	-9	?	3%	0	10%	12%	1%	1	3	0.3%	-17
COc1ccc(C2(C(=O)N3CCC(n4nc(-c5ccccc5)oc4=O)CC3)CC2)cc1	-5	/	0%	/	/	-2%	3%	-4	4	-0.2%	2
CCc1cn([C@H]2C[C@H](O)[C@@H](CO)O2)c(=O)[nH]c1=O	-2	6%	22%	3	1%	0%	2%	5	18	0.5%	6
O=[N+]([O-])c1ccc(N2CCN(Cc3ccc([N+](=O)[O-])o3)CC2)cc1	5	5%	13%	0	2%	-7%	1%	-1	-18	-0.7%	?
CN(C(=O)COC(=O)CNC(=O)c1sc2ccccc2c1Cl)C1CCS(=O)(=O)C1 (stereo not given)	-13	/	/	/	/	/	-1%	/	9	0.2%	-5
Cc1cccc(NC(=S)NNC(=S)NCc2ccccc2)c1	3	?	8%	1	-9%	2%	2%	4	3	-0.1%	3
Cc1cc(C(=O)Nc2cccc(C)c2C)c2ccccc2n1	5	16%	5%	-1	-1%	-3%	3%	3	-6	0.1%	13
O=C(CCn1cccn1)Nc1ccc2c(c1)OCCO2	1	/	30%	/	/	-10%	4%	1	4	0.0%	13
Cc1cc(C)n(-c2nc3ccccc3s2)n1	2	?	-3%	5	5%	0%	2%	0	9	-0.7%	3
COc1ccc(S(=O)(=O)N2CCCCCC2)cc1C(=O)N(C)CC(=O)Nc1ccccc1Br	3	/	/	/	/	/	-1%	2	9	-0.2%	-9
O=C(NC(=S)Nc1sc2c(c1C(=O)O)CCCC2)c1ccccc1	-2	?	-3%	-3	-1%	-6%	0%	0	0	0.6%	7
CSc1nnc(Nc2ccccc2C)s1	-2	-1%	3%	-2	-3%	0%	5%	1	8	0.1%	-6
Cn1c(SCC(=O)O)nnc1-c1cccc(NC(=O)c2cccc3ccccc23)c1	-1	/	-8%	-5	2%	-2%	4%	1	10	-0.5%	-1
CCOc1ccccc1C(=O)OCC(=O)Nc1cc(Cl)ccc1Oc1ccccc1	19	1%	-2%	3	-2%	0%	0%	7	18	0.6%	0
CC1CC(C)(C)NC(=S)N1CCC(=O)N1c2ccccc2CC1C (stereo not given)	-15	0%	20%	0	/	11%	0%	1	-37	-0.2%	1
CCN(CC)S(=O)(=O)c1cccc(C(=O)OCC(=O)NCCN2C(=O)CSC2=O)c1	/	/	/	/	/	/	1%	-6	2	0.2%	12
(more compounds)
SMILES	KCNH2 WT inh	Menin-MLL TR inh	MLL CXXC-DNA inh	Coupling enz	PKM2 activator	GALK inhibitor	USP2a inh	TRPV1 agonist	KCNH2 3.1 block	B2AR arrestin	Giardia killer
COc1ccc(C(=O)NC2CCCCCC2)cc1OC1CCN(C(C)=O)CC1	-9	0%	-2%	3	4%	4%	1%	1	-6	0.5%	-6
Cc1ccc(-c2nn(C)c(=O)c3ccccc23)cc1CNC(=O)CSc1nc2ccccc2o1	-6	11%	-4%	-1	0%	2%	1%	-1	-4	0.0%	-3
CC(C)C(NC(=O)OC(C)(C)C)C(=O)NC(CCC(=O)OCc1ccccc1)C(N)=O (stereo not given)	-1	-2%	-2%	-1	0%	0%	4%	2	11	-0.2%	9
COc1cc(NC(=O)c2ccccc2)ccc1NC(=O)Cc1ccccc1	-4	-3%	9%	-1	5%[11.5 µM]	-3%	2%	-1	-3	-0.6%	-2
O=C(NC1CCCCC1)Oc1cccc2ccccc12	0	13%	15%	0	3%	7%	1%	-4	4	0.0%	-7
CCc1ncc(C(O)c2cccc(OC)c2OC)n1C (stereo not given)	26	-17%	12%	-1	-2%	0%	2%	-2	2	-0.2%	-4
O=C(CN(Cc1ccccc1)S(=O)(=O)c1ccccc1)N/N=C/c1ccc2c(c1)OCO2	-1	2%	12%	1	2%	/	4%	1	-16	5.0%	-6
O=C(Nc1ccccc1)c1ccccc1N=Cc1ccccc1O	-5	-3%	-7%	3	2%	/	2%	16	6	-0.5%	-16
Oc1ccccc1/C=N/n1c(-c2cccs2)n[nH]c1=S	2	74%[activator]	-13%	1	-21%	-1%	-2%	5	5	-0.3%	6
O=[N+]([O-])c1ccccc1/C=C\C=N\N1CCN(c2ccccc2)CC1	1	1%	-3%	2	0%	9%	-2%	2	0	-0.1%	?
COc1ccc(C(=O)C(C)N(C(=O)c2ccc(Cl)cc2Cl)N2C(=O)C3C4C=CC(C4)C3C2=O)cc1 (stereo not given)	6	-13%	-4%	-1	5%	0%	2%	2	-1	0.2%	-10
CN(CCC1CCOCC1)C(=O)C1CCC(=O)N(CCc2ccc(Cl)cc2)C1 (stereo not given)	1	/	11%	/	/	0%	3%	0	31	-1.5%	-21
CN1C(C(=O)NCc2cccc(Br)c2)CC2Cn3c(nc4cc(Cl)c(Cl)cc43)C21 (stereo not given)	9	/	4%	3	7%	-4%	2%	1	-46	0.4%	0
COc1ccc(NC(=S)N(CCCN2CCCC2)Cc2cccs2)cc1	55	13%	-1%	0	-22%	1%	-5%	-3	4	0.0%	10
Cc1ccc(-n2ncc3c(=O)n(CC(=O)N4CCN(C(=O)c5ccco5)CC4)cnc32)cc1	-2	/	/	/	/	/	1%	2	1	0.0%	-7
COc1ccc([C@H]2CC(=O)C=C(c3ccc(CO)cc3)C2)cc1	-2	/	/	/	/	/	0%	24	23	0.1%	16
Cc1cc(SCC(=O)c2cccc([N+](=O)[O-])c2)nc(=O)[nH]1	-18	/	1%	/	/	-5%	1%	1	3	-1.0%	-17
Cc1cc(O)c(C=O)c2c1C(=O)Oc1c(CO)c(O)c3c(c1O2)C(O)OC3=O (stereo not given)	2	?	?	6	-7%	-16%	?	-4	-6	-0.3%	0
Clc1ccccc1-c1ncnc2ccc(Br)cc12	2	-6%	3%	-3	6%	1%	1%	16	24	0.2%	-3
COc1ccc(C(=O)N(Cc2ccccc2)c2cccc(C)c2)c(OC)c1OC	-2	/	0%	/	4%	5%	6%	3	1	0.0%	-3
Nc1nc2c(c(=O)[nH]1)CN(Cc1ccccc1)CC2	-3	/	/	/	/	/	0%	1	-2	0.3%	-1
COc1ccc(NC(=O)c2c(SC)nsc2SC)cc1	0	?	0%	4	0%	0%	2%	9	-7	0.0%	3
CCOc1ccc(Oc2ccc(S(=O)(=O)N3CCOCC3)cc2NC(=O)CCNC(C)=O)cc1	-7	/	/	/	/	/	0%	-3	23	0.1%	5
COc1ccc(C(=O)OC(C)CN2CCN(C)CC2)cc1OC (stereo not given)	0	-3%	-7%	4	-4%	2%	-2%	-1	-8	-0.7%	-1
COc1ccc(NC(=O)N2CCCC2C(=O)Nc2ccc(C)cc2)cc1 (stereo not given)	3	1%	-6%	1	-23%	2%	0%	0	3	-0.1%	4
O=C(NCCN1C(=O)S/C(=C\c2cccnc2)C1=O)c1ccc([N+](=O)[O-])s1	-1	/	/	/	/	/	0%	-2	-4	-0.1%	-30

Not all compounds are listed, so the mix of outcomes need not match the whole.
